Assay outcomes as filed in PubChem BioAssay.
RPL19A TOR yeast = modulators of TOR pathway RPL19A-GFP in S. cerevisiae. S. cerevisiae RPL19A-GFP strain, flow cytometry, 3 h; stronger effect = lower value. percent response vs DMSO, % at 10 µM. 0.3% of 330,000 active. AID 2025;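 active means percent response vs DMSO below 50%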;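 further: median channel GFP fluorescence of the barcoded RPL19A-GFP strain; ratio of sample median GFP to plate DMSO average so 100% = DMSO; lower means less RPL19A-GFP as with rapamycin TOR inhibition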
AGP1-GFP MLPCN = modulators of TOR pathway AGP1-GFP in S. cerevisiae. AID 2066. S. cerevisiae AGP1-GFP multiplex flow cytometry, 3 h; GFP as percent of DMSO wells. GFP response vs DMSO, % at 10 µM. 0.02% of 320,000 active;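 active means GFP response relative to DMSO above a set limit, near screen average plus 3 SD, cut at about 150% in these data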;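 further: median GFP channel fluorescence of the gated AGP1 strain per well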
proCasp7 act = activates human procaspase-7, counter-screen for procaspase-3 activators | P55210 | recombinant procaspase-7, Ac-DEVD-pNA absorbance 405 nm; D23A/D198A/D206A triple mutant, cannot self-cleave; scale: DMSO 0, 5 µM enzyme 100 | activation, % at 8.5 µM | 0.093% of 330,000 active | AID 463210;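 active means percent activation above the screen-wide mean plus 3 SD, cut at about 25% in these data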
Target sequence (P55210 whole entry D23A/D198A/D206A): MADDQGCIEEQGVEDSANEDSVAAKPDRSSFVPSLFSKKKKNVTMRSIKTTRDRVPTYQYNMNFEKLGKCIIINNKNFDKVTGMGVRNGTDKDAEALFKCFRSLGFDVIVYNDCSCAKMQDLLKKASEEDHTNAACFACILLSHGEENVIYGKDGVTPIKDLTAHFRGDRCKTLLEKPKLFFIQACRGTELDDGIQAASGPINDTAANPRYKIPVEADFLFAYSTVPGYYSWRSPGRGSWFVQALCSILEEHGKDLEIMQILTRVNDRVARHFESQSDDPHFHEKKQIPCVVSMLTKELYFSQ
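Assay system – Uncleavable procaspase-7 mutant enzyme · Quantity – 2 µM procaspase-7 mutant as dispensed · Times – 1 h preincubation, 2 h reaction · Dosing – single nominal 8.5 µM compound dose, 0.8% DMSO final · Buffer or medium – Zinc-free 50 mM HEPES buffer, pH 7.4, with NaCl and Triton X-100 · Detection – Epi-absorbance of released pNA at 405 nm, two timepoints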
proCasp3 act = activates human procaspase-3; P42574; recombinant procaspase-3 D3A, Ac-DEVD-pNA absorbance 405 nm; activation, % at 8.5 µM; 0.11% of 330,000 active;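 active means activation above the mean of all tested compounds plus 3 SD, cut at about 21% in these data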;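 further: 0% = DMSO alone and 100% = DMSO wells spiked with extra 5 µM PC-3 D3A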
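Technique: 405 nm absorbance of p-nitroaniline, reads at 0 and 120 min; Test system: Procaspase-3 D3A mutant; Incubation: 1 h enzyme-compound preincubation, then 2 h substrate reaction, 25 °C; Repeats: singlicate, each compound tested once; Benchmarks: low control DMSO wells, high control DMSO plus 5 µM PC-3 D3A.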
CIT2 TOR yeast = yeast TOR pathway CIT2-GFP modulation; S. cerevisiae CIT2-GFP strain, flow cytometry, 3 h; 100 means same as DMSO wells; GFP response vs DMSO, % at 10 µM; 0.065% of 320,000 active; AID 2029;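 active means GFP response relative to DMSO above a set limit, near the screen mean plus 3 SD, cut at about 150% in these data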;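 further: ratio of well median GFP fluorescence to mean of DMSO wells on the plate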
MEP2-GFP yeast = alters MEP2-GFP fluorescence in TOR pathway yeast screen | 0.51% of 330,000 active | GFP response vs DMSO, % at 10 µM | AID 2016 | S. cerevisiae MEP2-GFP strain, flow cytometry GFP, 3 h; 100% = DMSO control level;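 active means GFP response versus DMSO above a set limit, roughly screen mean plus 3 SD, cut at about 180% in these data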;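 further: median GFP fluorescence of the barcode-gated MEP2-GFP cells per well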
AHR act = human AHR activation; P35869; AHR-responsive luciferase reporter cells, luminescence; activation, % at 5 µM; 2.5% of 320,000 active; AID 2796; in the data active means activation above about 47%;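 further: 0% = vehicle wells and 100% = reference agonist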
Target sequence (P35869 whole entry, looked up): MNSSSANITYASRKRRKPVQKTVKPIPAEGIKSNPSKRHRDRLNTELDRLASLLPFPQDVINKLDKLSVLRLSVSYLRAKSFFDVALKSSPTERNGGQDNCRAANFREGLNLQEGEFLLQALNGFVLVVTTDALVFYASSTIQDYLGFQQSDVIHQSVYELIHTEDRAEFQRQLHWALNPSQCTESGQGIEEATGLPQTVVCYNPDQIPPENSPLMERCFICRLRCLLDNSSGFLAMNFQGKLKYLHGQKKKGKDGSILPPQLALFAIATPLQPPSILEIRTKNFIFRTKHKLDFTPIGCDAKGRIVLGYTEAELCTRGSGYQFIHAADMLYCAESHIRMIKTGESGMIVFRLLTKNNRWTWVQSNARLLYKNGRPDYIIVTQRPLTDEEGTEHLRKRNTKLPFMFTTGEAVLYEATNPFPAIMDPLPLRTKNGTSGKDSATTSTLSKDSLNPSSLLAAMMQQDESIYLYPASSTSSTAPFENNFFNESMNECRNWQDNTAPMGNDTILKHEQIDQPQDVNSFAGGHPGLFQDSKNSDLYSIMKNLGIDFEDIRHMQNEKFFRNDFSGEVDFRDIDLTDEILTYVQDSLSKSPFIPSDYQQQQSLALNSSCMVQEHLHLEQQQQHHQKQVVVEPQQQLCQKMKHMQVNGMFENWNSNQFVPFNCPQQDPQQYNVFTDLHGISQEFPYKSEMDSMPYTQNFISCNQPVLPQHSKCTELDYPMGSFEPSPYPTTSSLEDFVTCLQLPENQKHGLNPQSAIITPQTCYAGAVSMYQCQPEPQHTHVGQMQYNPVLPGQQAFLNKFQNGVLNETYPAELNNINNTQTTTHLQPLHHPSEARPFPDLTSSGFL
LAP4 TOR yeast = yeast TOR pathway LAP4-GFP modulation; S. cerevisiae LAP4-GFP multiplex, flow cytometry GFP, 3 h; median GFP as percent of DMSO wells; GFP response vs DMSO, % at 10 µM; 0.34% of 320,000 active;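 active means GFP response vs DMSO above a set limit, about the screen mean plus 3 SD, cut at about 150% in these data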
* marks the source's active call; other numbers are inactive results; nt = not tested or not shown; & = joins results of further samples; [ ] = another dose, or the depositor's remark.

SMILES	RPL19A TOR yeast	AGP1-GFP MLPCN	proCasp7 act	proCasp3 act	CIT2 TOR yeast	MEP2-GFP yeast	AHR act	LAP4 TOR yeast
Cc1ccc(C2=NOC(C)(c3nnc(Cc4ccccc4)o3)C2)cc1 (configuration not stated)	102	92	8	3	107	99	-2	131
Cc1cccnc1NC(=O)C1CCN(S(=O)(=O)c2cccs2)CC1	101	106	4	-3	106	100	1	102
COc1ncccc1-c1nnn(-c2ccc(Cl)c(Cl)c2)n1	100	103	-2	5	97	106	23	107
CC12CCC(c3c(CO)nn(-c4ccccc4)c31)C2(C)C (configuration not stated)	106	108	14	-8	104	102	-3	105
O=C(O)CNC(=O)/C(=C\c1cccc([N+](=O)[O-])c1)NC(=O)c1ccco1	110	103	5	-7	100	104	0	100
COc1ccc(C2(C)NC(=O)N(CC(=O)Nc3c(C)n(C)n(-c4ccccc4)c3=O)C2=O)cc1 (configuration not stated)	106	110	3	2	112	117	0	105
Nc1nc2ccccc2n1C(=O)c1ccccc1	102	96	-2	7	97	98	10	98
Cc1cc(Cl)c(C)c(S(=O)(=O)N2CCN(CC(=O)N3CCOCC3)CC2)c1Cl	93	95	0	-4	96	89	0	83
CC(NC(=O)NC1CCCCC1)c1ccc2c(c1)OCO2 (configuration not stated)	102	99	3	-6	102	101	0	98
O=C(Nc1nccs1)C(Br)C(Br)c1ccccc1 (configuration not stated)	97	97	-27	-20	108	105	52*	122
NC(=O)c1sc2nnc(-c3ccccc3)c(-c3ccccc3)c2c1N	97	104	7	-11	98	106	-6	114
Cc1cc(C)nc(-n2nc(C)cc2NC(=O)CN2CCC(C)CC2)n1	98	101	-1	3	108	100	1	101
CCS(=O)(=O)N1CCN(Cc2ccc([N+](=O)[O-])cc2)CC1	102	97	2	-6	96	95	16	90
COc1ccccc1NC(=O)CN1CCC(C(=O)c2ccc(F)cc2)CC1	94	96	5	-5	113	94	0	90
C[C@H](CO)N1C[C@H](C)[C@@H](CN(C)C(=O)Nc2ccc(C(F)(F)F)cc2)Oc2ccc(NC(=O)C3CCCCC3)cc2C1=O	103	103	-10	1	107	95	3	92
FC(F)Sc1ccc(NC(=S)NC(c2ccccc2)c2ccccc2)cc1	102	96	-2	10	91	92	9	86
Cc1cc(Cl)ccc1OCCCC(=O)NCCN1C(=O)S/C(=C\c2cccnc2)C1=O	91	94	-13	-9	75	84	5	95
N#C/C(=C\c1ccncc1)c1ccccn1	101	100	-5	-1	104	98	5	101
O=C(NNC(=O)c1cc(-c2ccncc2)nc2ccccc12)c1ccccc1F	98	105	4	-5	102	103	23	102
COc1cc(NC(=O)c2ccc(N3CC4CC(C3)c3cccc(=O)n3C4)c(NC(=O)c3ccncc3)c2)cc(OC)c1OC (configuration not stated)	99	99	9	16	97	102	2	99
COc1ccc(-c2noc(CN(C(=O)c3ccoc3C)C(C)C)n2)cc1	103	101	0	0	100	103	1	97
COc1cccc(OC)c1C(=O)NC(=S)NCc1cccnc1	105[may fluoresce green]	102[may fluoresce green]	-3	5	99[may fluoresce green]	101[may fluoresce green]	7	102[may fluoresce green]
COc1ccc(Cn2c(=O)cc(N)n(-c3ccccc3C)c2=O)cc1	96	114	2	6	112	89	-2	111
CN(C(=O)COC(=O)C1CCN(S(=O)(=O)c2cccs2)CC1)C1CCS(=O)(=O)C1 (configuration not stated)	100	104	-7	-6	107	106	0	94
O=c1[nH]c(COc2ccc(Cl)cc2Cl)nc2ccccc12	102	97	-1	1	97	98	18	99
CN(CC(=O)Nc1ccc(N2CCOCC2)cc1)C(=O)CSc1ccccc1F	94	97	0	-6	90	90	1	101
Cc1cc(/C=N/NC(=O)c2ccncc2)c(C)n1-c1cccc(C(F)(F)F)c1	105	129	-12	-6	118	113	11	122
O=C(Cc1ccccc1)Nc1ccnn1C1CCN(Cc2ccc(CO)o2)CC1	99	103	-1	-4	100	108	-2	112
COC(=O)c1ccc(COC(=O)CCC(=O)c2cccs2)cc1	99	98	-5	6	95	92	7	104
CCCn1nc(Oc2nc(NC(C)C)nc(N(C)C)n2)ccc1=O	105	101	2	5	106	106	3	98
COc1ccc(S(=O)(=O)N2CCCC2CNC(=O)C(=O)NC2CC2)cc1 (configuration not stated)	103	108	7	-7	101	97	4	115
CC1CC(OCC(O)CN2CCCCC2C)CC(C)(C)C1 (configuration not stated)	92	97	10	2	106	94	0	94
CC(C)(C)c1ccc(C(=O)Nc2cnccn2)cc1	105	97	5	9	110	108	18	106
CCCC(=O)N(C1CC(C)C(C#N)(C#N)C1(C#N)C#N)N(C)C (configuration not stated)	104	117	8	-2	111	103	-3	122
O=C(CCCN1C(=O)CSc2ncccc21)N1CCN(Cc2ccccc2)CC1	96	102	-3	2	99	100	0	99
COc1ccc(C(c2nnnn2Cc2ccc(F)cc2)N2CCN(c3ccc(OC)cc3)CC2)cc1 (configuration not stated)	95	102	-2	-8	91	103	2	99
Cc1nn(Cc2ccccc2)c(C)c1NC(=O)c1cc2nc(-c3ccco3)cc(C(F)(F)F)n2n1	91	94	-3	2	96	106	-5	101
O=C(NC(=S)Nc1cccc2cccnc12)c1cccs1	115	111	-11	0	109	112	70*	100
CN1CCCC(OC(=O)c2ccccc2Br)C1 (configuration not stated)	106	104	25	6	109	99	0	87
O=C(Nc1cccc(Br)c1)c1cc(=O)c2ccccc2o1	105	113	9	-1	110	104	9	108
CN(C(=O)Nc1ccccc1)n1cnc2ccccc2c1=O	94	97	8	5	91	98	4	108
CC(C)(C)c1ccc(C(=O)N/C(=C\c2ccco2)C(=O)Nc2ccccc2C(=O)O)cc1	105	105	-11	-3	105	109	4	108
CC(OC(=O)c1ccc(O)cc1)C(=O)Nc1ccc(Oc2ccccc2)cc1 (configuration not stated)	102	103	12	1	103	108	4	105
O=C(COC(=O)CN1C(=O)NC2(CCCCC2)C1=O)Nc1cc(F)ccc1F	99	97	4	10	99	100	-1	94
CCCc1cc(O)c2c(C)cc(=O)oc2c1	94	92	-4	-1	96	95	5	102
CCOCCCNC(=O)C1CCC(=O)N1CCc1ccccc1 (configuration not stated)	102	103	-1	8	104	108	1	113
CCCNC(=O)Nc1ccc2c(c1)N(C)C(=O)c1ccccc1S2	93	91	3	5	93	92	10	85
O=C(NC1CCCCC1)N(CCO)Cc1cc2cc3c(cc2[nH]c1=O)OCCO3	104	103	3	4	101	103	1	105
O=C1NCC(O)=C1C=NC12CC3CC(CC(C3)C1)C2	95&107	97&106	14&13	-4&5	97&108	98&107	-2&-5	97&102
O=C(Nc1ncc(Cc2cccc([N+](=O)[O-])c2)s1)c1ccco1	104	107	-4	7	99	100	-1	95
CC(=O)c1cnc2c(C(=O)O)cnn2c1C	97	100	-3	2	109	104	1	95
Cc1nc2cc(C(=O)N3c4ccccc4CC3C)ccc2s1 (configuration not stated)	105	99	0	5	96	96	6	97
N=C1SC(c2ccccc2)C(=O)N1c1ncc(Cc2ccccc2Cl)s1 (configuration not stated)	99	99	-15	-9	94	97	2	88
COC(=O)c1sc(=S)n(-c2ccccc2OC)c1N	102	100	1	8	111	104	-2	110
O/N=C/c1cccn1-c1ccc(O)cc1	96	98	13	9	99	104	-1	96
Cc1ccc2nc(CCc3nc4ccc(C)cc4[nH]3)[nH]c2c1	99	86	4	3	97	96	27	86
COc1ccccc1CNC(=O)C(=O)NCC1OCCN1S(=O)(=O)c1ccc2c(c1)OCCO2 (configuration not stated)	94	96	-4	0	92	93	-1	100
CCOC(=O)C1CC2CC(C1)CN(C(=O)C1CCCCC1)C2 (configuration not stated)	103	99	3	-10	104	96	2	90
CC(C)C(C(=O)N1CCOCC1)N1C(=O)c2ccccc2C1=O (configuration not stated)	104	76	1	2	64	95	-2	92
CSc1ccccc1C(=O)N1CCC(CCC(=O)NC2CC2)CC1	105	106	4	3	112	127	10	101
Going on with the list.
SMILES	RPL19A TOR yeast	AGP1-GFP MLPCN	proCasp7 act	proCasp3 act	CIT2 TOR yeast	MEP2-GFP yeast	AHR act	LAP4 TOR yeast
O=C(Nc1cccc2ccccc12)c1ccccc1NS(=O)(=O)c1cccc2cccnc12	109	99	6	1	109	99	2	95
COc1ccc(C(=O)NNC(=O)c2ccccc2[N+](=O)[O-])cc1	102	95	16	3	97	106	4	105
CSc1nnc(-c2sc(-c3ccccc3)nc2C)n1C	100	100	3	-2	101	103	9	96
Cc1c(C(=O)N2CCNCC2)oc2ccccc12	104	99	nt	nt	99	108	nt	92
O=C(Nc1ccccc1-c1ccccc1)C1CCCC1	97	92	4	5	103	92	0	73
CCOc1ccc(S(=O)(=O)Nc2ccc(C(=O)NCC3CCCO3)cc2)cc1 (configuration not stated)	102	104	5	-4	101	97	-1	102
CNC(=S)NN(C)c1nc(C)cc(C)n1	96	98	-5	-4	105	95	-4	93
O=C(/C=C/c1cccc(O)c1)c1cccnc1	109	112	-5	1	114	126	-3	113
CCOC(=O)CCC(=O)N(CCN(C(=O)CCC(=O)OCC)c1ccccc1)c1ccccc1	105	98	-2	9	97	95	0	89
CCc1nnc(NC(=O)CSc2nnc(Cc3cc(=O)[nH]c(=O)[nH]3)n2-c2ccc(OC)cc2)s1	101	109	-7	8	103	102	0	106
CC(C)CCn1c(CN2CCN(Cc3ccccc3)CC2)nc2c1c(=O)[nH]c(=O)n2C	99	92	1	-5	97	104	2	110
CCN(CC)CCNC(=O)C(C(=O)c1ccccc1)n1ccccc1=O (configuration not stated)	95	57	0	-6	104	117	-2	123
CC(NC(=O)[C@H](Cc1c[nH]c2ccccc12)NC(=O)[C@@H]1Cc2ccccc2CN1)c1ccccc1 (some centres not stated)	101	100	-8	-5	95	100	4	100
Cc1ccc(C(=O)Nc2ccc3[nH]c(=O)[nH]c3c2)c(C)c1	96	83	7	1	95	69	9	105
CCN(CC)Cc1c(C(=O)OC)nnn1-c1nonc1N	nt	101	6	0	98	102	1	97
Cc1ccc(/C=C/C(=O)O)cc1S(=O)(=O)NCc1ccco1	93	102	-2	7	95	96	7	103
Cc1ccc(S(=O)(=O)N2CCN(Cc3cc(C(C)C)ccc3O)CC2)cc1	98	106	2	3	105	104	5	100
Cc1cc(C(=O)O)cc(S(=O)(=O)Nc2ccccc2C(=O)NC(C)c2ccccc2)c1C (configuration not stated)	102	92	6	5	98	95	6	97

Four of the compounds above, field by field:
Cc1ccc(C(=O)Nc2ccc3[nH]c(=O)[nH]c3c2)c(C)c1
  RPL19A TOR yeast: 96 | AGP1-GFP MLPCN: 83 | proCasp7 act: 7 | proCasp3 act: 1 | CIT2 TOR yeast: 95 | MEP2-GFP yeast: 69 | AHR act: 9 | LAP4 TOR yeast: 105

Cc1cc(C(=O)O)cc(S(=O)(=O)Nc2ccccc2C(=O)NC(C)c2ccccc2)c1C (configuration not stated)
  RPL19A TOR yeast: 102 | AGP1-GFP MLPCN: 92 | proCasp7 act: 6 | proCasp3 act: 5 | CIT2 TOR yeast: 98 | MEP2-GFP yeast: 95 | AHR act: 6 | LAP4 TOR yeast: 97

Cc1ccc(/C=C/C(=O)O)cc1S(=O)(=O)NCc1ccco1
  RPL19A TOR yeast: 93 | AGP1-GFP MLPCN: 102 | proCasp7 act: -2 | proCasp3 act: 7 | CIT2 TOR yeast: 95 | MEP2-GFP yeast: 96 | AHR act: 7 | LAP4 TOR yeast: 103

CCN(CC)Cc1c(C(=O)OC)nnn1-c1nonc1N
  RPL19A TOR yeast: nt | AGP1-GFP MLPCN: 101 | proCasp7 act: 6 | proCasp3 act: 0 | CIT2 TOR yeast: 98 | MEP2-GFP yeast: 102 | AHR act: 1 | LAP4 TOR yeast: 97
